# Screening data (PubChem)
# OPRM1-OPRD1 ag: agonists of human mu-delta opioid receptor heterodimerization; P35372+P41143; cells, OPRM1-OPRD1 heterodimerization, luminescence; activation, % at 9.3 µM; 340,000 compounds, 0.3% hits; in the data active means activation above about 18%;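 further: 0% = vehicle-treated cells and 100% = reference agonist; values of inactives mirror those of a sister screen read the other way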
# phage Ecoli inh: E. coli growth loss with phage present | growth absorbance | AID 651602 | 360,000 compounds, 0.26% hits | inhibition, % at 11.9 µM; in the data active means inhibition above about 11%
# PfHsp90 yeast 2: reduces growth (ATP signal) of yeast expressing P. falciparum Hsp90; AID 504621; 310,000 compounds, 0.32% hits; inhibition, % at 9.4 µM; S. cerevisiae expressing PfHsp90, BacTiter-Glo ATP, 48 h; yeast lacking PDR1 and PDR3 efflux regulators;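 active means every replicate shows inhibition above about 80%, whatever the replicate mean, limit read from the data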;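 further: 0% = DMSO neutral controls and 100% = 20 µM radicicol positive controls; yeast relying on Plasmodium falciparum Hsp90 in place of its own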
# SUMO Mot1 rescue: blocks SUMOylation pathway, rescuing yeast Mot1-301 growth. S. cerevisiae Mot1-301 growth rescue, ATP luminescence, 38.5C; percent above DMSO median, 100 means doubled. growth rescue, % at 18.8 µM. 320,000 compounds, 1% hits. AID 2716;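 active means every valid replicate shows activation above 250% relative to neutral control wells; inactive means the rest, any valid replicate at or below 250%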;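 further: OY570 slx delta 5 strain wells were the positive control but not used for scaling; some compounds called inactive have numbers as strong as hits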
# HTR5A inv ag: inverse agonist of human HTR5A in OPRM1-OPRD1 counter-screen; HTR5A cell line, luminescence, inverse agonism; inhibition, % at 9.3 µM; 340,000 compounds, 0.083% hits; P47898; in the data active means inhibition mostly above about 23%, no sharp cut-off; inactive means mostly below about 18%;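 further: 0% = cells with DMSO and 100% = no-cell wells with DMSO; some compounds called inactive have numbers as strong as hits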
# PKA-R1A activ: PKA-R1A complex activation; PKA-R1A dissociation, Cy5-IP20 fluorescence polarization; scaled: DMSO 0%, 113 µM cGMP 100%; activation, % at 11.4 µM; 340,000 compounds, 0.083% hits; AID 504707;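 active means percent activation above the mean of all tested compounds plus 3 SD, cut at about 19% in these data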;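 further: higher means more PKAc released from R1A so a rise in polarization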
# HTR5A ag: HTR5A agonism, opioid heterodimer counter-screen; P47898; HTR5A agonist assay, luminescence, cell-based; activation, % at 9.3 µM; 340,000 compounds, 0.61% hits; in the data active means activation mostly above about 9.5%, no sharp cut-off; inactive means mostly below about 7.6%;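 further: 0% = cells with vehicle only and 100% = reference agonist; strong numbers were not always called active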
# AddAB inh: less growth of phage-infected E. coli with AddAB; E. coli expressing H. pylori AddAB, absorbance growth; inhibition, % at 11.9 µM; 330,000 compounds, 0.29% hits; in the data active means inhibition above about 12%;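 further: 0% = vehicle wells of infected cells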
# Ecoli viability: counter-screen for AddAB inhibitors: E. coli growth inhibition; 330,000 compounds, 0.27% hits; inhibition, % at 11.9 µM; E. coli V3065 growth, OD600 absorbance, 18 h;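 active means inhibition above the campaign's mean inhibition across all tested compounds plus 3 SD, cut at about 9.9% in these data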;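 further: uninfected addAB+ strain grown without phage in ampicillin broth; 0% = DMSO wells and 100% = ciprofloxacin 0.95 µg/ml wells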
# OPRM1-OPRD1 inv: inverse agonists of human mu-delta opioid receptor heterodimerization; 340,000 compounds, 0.21% hits; inhibition, % at 9.3 µM; P35372+P41143; cell-based MOR-DOR heterodimer luminescence, inverse agonism; AID 504357; in the data active means inhibition above about 22%, passing the limit was not always enough;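 further: 0% = cells with DMSO and 100% = wells without cells with DMSO; values of inactives mirror those of a sister screen read the other way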
# Pemphigus Ab inh: blocks pemphigus antibody binding to human desmoglein-3. P32926. DSG3-coupled beads, scFv-anti-DSG3-GFP binding, flow cytometry; active compounds read low. binding (percent of control), % at 10 µM. 310,000 compounds, 0.48% hits;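 active means binding more than 3 SD below its plate's average and above zero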;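 further: hits lower antibody fragment binding to DSG3; some compounds called inactive have numbers as strong as hits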
# Target sequence (P32926 whole entry, looked up, the tested form may be a part): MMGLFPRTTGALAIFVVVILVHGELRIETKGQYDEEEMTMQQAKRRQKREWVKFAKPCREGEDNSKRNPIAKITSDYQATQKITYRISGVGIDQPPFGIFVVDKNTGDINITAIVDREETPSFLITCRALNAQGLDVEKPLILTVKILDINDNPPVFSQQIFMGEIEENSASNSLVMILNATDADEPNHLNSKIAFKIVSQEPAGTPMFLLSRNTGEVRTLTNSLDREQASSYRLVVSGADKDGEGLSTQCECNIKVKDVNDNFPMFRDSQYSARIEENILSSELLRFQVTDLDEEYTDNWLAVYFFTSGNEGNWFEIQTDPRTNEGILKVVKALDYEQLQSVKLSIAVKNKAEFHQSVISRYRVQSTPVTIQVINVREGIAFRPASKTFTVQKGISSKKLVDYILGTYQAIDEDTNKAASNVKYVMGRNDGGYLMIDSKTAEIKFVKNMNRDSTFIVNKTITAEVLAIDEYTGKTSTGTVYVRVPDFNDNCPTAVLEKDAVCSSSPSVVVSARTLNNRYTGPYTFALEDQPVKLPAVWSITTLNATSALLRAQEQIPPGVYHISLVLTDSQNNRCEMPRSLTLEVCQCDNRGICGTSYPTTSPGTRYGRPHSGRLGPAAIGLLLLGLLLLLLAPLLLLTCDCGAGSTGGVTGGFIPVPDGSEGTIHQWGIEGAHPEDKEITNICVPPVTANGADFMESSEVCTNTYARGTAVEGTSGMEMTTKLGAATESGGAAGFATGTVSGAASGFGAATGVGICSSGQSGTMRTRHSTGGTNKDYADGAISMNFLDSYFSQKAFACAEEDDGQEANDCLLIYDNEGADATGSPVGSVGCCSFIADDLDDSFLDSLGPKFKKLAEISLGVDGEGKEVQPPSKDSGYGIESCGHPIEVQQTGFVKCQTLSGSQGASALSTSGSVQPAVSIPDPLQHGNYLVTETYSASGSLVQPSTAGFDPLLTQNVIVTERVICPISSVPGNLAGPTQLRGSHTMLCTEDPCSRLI
# The depositor's hits bear a star; · = no result given.
SMILES,OPRM1-OPRD1 ag,phage Ecoli inh,PfHsp90 yeast 2,SUMO Mot1 rescue,HTR5A inv ag,PKA-R1A activ,HTR5A ag,AddAB inh,Ecoli viability,OPRM1-OPRD1 inv,Pemphigus Ab inh
O=C(OCC(=O)c1cccs1)c1ccccc1,-1.8,2.1,23,10,-12,-3,2,2.8,-0.2,11,·
O=C(C1c2ccccc2C(=O)N2CCc3ccccc3C12)N1CCN(Cc2ccccc2)CC1 (stereo unspecified),-1.6,1.1,7,195,12,9,5,5.6,-0.6,10,·
Cc1ccc(/C=C2/NC(=O)N(Cc3ccccc3F)C2=O)o1,-0.7,1.8,3,31,-28,5,-2,1.6,2.1,4,125
COc1ccc(NC(=O)CCC(=O)OCc2ccc(C(=O)Oc3ccc(Cl)cc3)cc2)cc1,7.3,2.7,-23,4,-30,-2,-3,1.2,0.0,-39,99
Cc1nc(=O)c(-c2ccccc2)c(C)n1CCO,-0.4,2.2,21,13,-10,3,4,-1.1,-0.9,2,99
CC(Sc1nc(N)cc(N)n1)C(=O)NCCC1=CCCCC1 (stereo unspecified),1.9,0.8,8,-3,-3,-12,1,0.9,-1.8,-8,81
COC(=O)c1ccccc1NC(=O)c1c(O)c2c([nH]c1=O)CCCC2,-1.4,2.7,0,74,4,-1,-2,2.2,-2.0,8,98
Nc1[nH]c(=O)nc(Nc2ccccc2)c1N=O,-0.9,7.8,-25,7,-2,-6,-2,7.7,8.2,5,111
O=C(CN1CCCCC1)N1CCCc2ccccc21,-3.2,-0.5,8,0,0,-1,0,-3.1,-0.6,18,106
COc1ccc(N(CC(=O)N2CCN(c3cccc(Cl)c3)CC2)S(=O)(=O)c2c(C)noc2C)cc1,0.2,1.6,-10,-4,-45,3,-5,1.7,0.4,-1,97
O=C(Nc1ccccc1C(=O)O)c1cccc(NS(=O)(=O)c2ccc(Br)cc2)c1,-3.0,-1.8,-10,-3,-8,1,2,1.2,1.0,15,95
O=C(CN1C(=O)CSc2ccc(S(=O)(=O)N3CCCCC3)cc21)NCc1ccccc1,-3.2,0.3,2,-13,-14,-9,4,3.7,0.2,16,127
O=C(Nc1nnc(-c2ccncc2)o1)c1ccccc1F,0.8,1.4,17,-1,-1,-4,0,0.4,0.5,-4,99
CN(c1ccccc1)S(=O)(=O)c1ccc(C(=O)NCCc2ccc(F)cc2)cc1,2.1,1.2,-3,-2,15,1,-6,1.1,-0.2,-16,·
Cc1cccc(C)c1NC(=S)Nc1ccc(F)cc1,-1.4,3.7,1,6,-5,1,2,3.4,-0.8,7,105
CCOc1ccc(NC(=O)[C@H](Cc2ccccc2)NC(=O)C2CCNCC2)cc1,-1.3,1.7,6,-6,-9,5,-5,2.8,-1.1,7,101
CCOC(=O)Cn1c(-c2cccnc2Cl)nc2cc(Cl)c(Cl)cc21,0.0,2.4,·,-6,-20,-3,0,0.3,-2.2,0,100
O=C1NCN(c2ccccc2)C12CCN(c1nnnn1-c1ccccc1)CC2,·,0.2,9,-7,·,1,·,-0.8,-1.2,·,·
O=C(CC1CCCC1)NNC(=O)c1ccc(Br)cc1,-2.1,2.2,-1,-8,14,-6,6,2.4,-0.7,8,104
O=C(NC1=NCCS1)c1ccc(N2CCCC2=O)cc1,-0.1,4.6,-11,5,3,0,-1,0.9,-0.2,1,100
Cc1ccccc1OCC(=O)N(Cc1nc(-c2ccccc2)no1)C(C)C,3.0,1.4,9,-22,-8,-4,3,-1.0,2.0,-17,89
CC(C)(C)[C@@H]1COC(=O)[C@H](Cc2ccc(F)cc2)CC/C=C\C[C@@H](CC(=O)N(CCO)Cc2ccccc2)C(=O)N1,-2.0,0.9,-15,-6,-10,7,0,0.2,-0.1,11,·
COCCNC(=O)c1ccc(CS(=O)(=O)c2ccc(OC)cc2)o1,-3.2,-1.5,·,294,10,-7,-4,6.4,-0.7,16,107
CN1C(=O)OC2(C)CCc3ccccc3C12C (stereo unspecified),-1.4,0.3,·,30,0,-7,-3,-1.5,0.2,7,101
CCOC(=O)c1csc(Nc2nc3ccc(F)cc3s2)n1,1.0,-2.9,-48,115,-15,0,0,-3.0,-4.9,-6,·

# By substructure: those above with four or more nitrogen atoms.
SMILES,OPRM1-OPRD1 ag,phage Ecoli inh,PfHsp90 yeast 2,SUMO Mot1 rescue,HTR5A inv ag,PKA-R1A activ,HTR5A ag,AddAB inh,Ecoli viability,OPRM1-OPRD1 inv,Pemphigus Ab inh
CC(Sc1nc(N)cc(N)n1)C(=O)NCCC1=CCCCC1 (stereo unspecified),1.9,0.8,8,-3,-3,-12,1,0.9,-1.8,-8,81
Nc1[nH]c(=O)nc(Nc2ccccc2)c1N=O,-0.9,7.8,-25,7,-2,-6,-2,7.7,8.2,5,111
COc1ccc(N(CC(=O)N2CCN(c3cccc(Cl)c3)CC2)S(=O)(=O)c2c(C)noc2C)cc1,0.2,1.6,-10,-4,-45,3,-5,1.7,0.4,-1,97
O=C(Nc1nnc(-c2ccncc2)o1)c1ccccc1F,0.8,1.4,17,-1,-1,-4,0,0.4,0.5,-4,99
O=C1NCN(c2ccccc2)C12CCN(c1nnnn1-c1ccccc1)CC2,·,0.2,9,-7,·,1,·,-0.8,-1.2,·,·

# Compound profiles, as listed above. Order of screens: OPRM1-OPRD1 ag, phage Ecoli inh, PfHsp90 yeast 2, SUMO Mot1 rescue, HTR5A inv ag, PKA-R1A activ, HTR5A ag, AddAB inh, Ecoli viability, OPRM1-OPRD1 inv, Pemphigus Ab inh
# `O=C(CN1C(=O)CSc2ccc(S(=O)(=O)N3CCCCC3)cc21)NCc1ccccc1` as listed: -3.2, 0.3, 2, -13, -14, -9, 4, 3.7, 0.2, 16, 127
# `CN(c1ccccc1)S(=O)(=O)c1ccc(C(=O)NCCc2ccc(F)cc2)cc1` as listed: 2.1, 1.2, -3, -2, 15, 1, -6, 1.1, -0.2, -16, ·
# `Nc1[nH]c(=O)nc(Nc2ccccc2)c1N=O` as listed: -0.9, 7.8, -25, 7, -2, -6, -2, 7.7, 8.2, 5, 111

# Going on with the list.
SMILES,OPRM1-OPRD1 ag,phage Ecoli inh,PfHsp90 yeast 2,SUMO Mot1 rescue,HTR5A inv ag,PKA-R1A activ,HTR5A ag,AddAB inh,Ecoli viability,OPRM1-OPRD1 inv,Pemphigus Ab inh
CC(=O)N1N=C(c2ccccc2)CC1c1ccccc1[N+](=O)[O-] (stereo unspecified),0.2,2.8,-1,-8,1,-7,3,1.0,0.3,-1,106
Cn1c(=O)c(Sc2ccccc2)c(O)c2ccccc21,-2.5,3.7,12,114,1,-19,-1,1.7,-0.6,12,·
O=C(CCN1C(=O)/C(=C\c2ccccc2)SC1=S)NNC(=O)c1ccncc1,·,1.5,·,-12,·,·,·,-0.5,-0.6,·,95
COc1ccc(-c2nc(N)ncc2-c2ccc(OC)c(OC)c2)c(O)c1,-5.1,2.5,20,273,-5,4,1,·,·,23,105
CCCc1cc(=O)[nH]c(SCC(=O)Nc2cc(S(=O)(=O)N3CCCCC3)ccc2Cl)n1,-3.9,3.0,8,·,-1,-9,0,·,·,14,105
O=C(CSCc1ccco1)Nc1cc(C(F)(F)F)ccc1N1CCOCC1,-2.5,0.9,10,-8,8,-3,-3,1.1,-1.4,14,100
O=C(CN1CCC(NC(=O)c2ccco2)CC1)Nc1cccc2ccccc12,-1.4,1.5,-5,-13,-30,1,7,0.0,-3.0,6,·
Brc1nnc2n1-c1ccccc1Sc1ccccc1-2,0.0,0.2,3,-10,-2,2,-2,5.0,1.2,0,·
CC(C)(C)C(=O)Nc1ccc(C(=O)N/N=C/c2ccccc2OC(=O)c2ccc(Cl)cc2Cl)cc1,1.8,2.4,-21,0,4,1,-1,2.2,1.0,-10,97
COc1cccc(C(=O)/C=C2\Sc3ccccc3N2C)c1,0.8,4.1,8,1,-6,5,2,-0.2,-1.0,-4,99
CCOc1ccc(C(Nc2cccnc2)c2cc(Cl)c3cccnc3c2O)cc1 (stereo unspecified),7.2,17*,106*,-5,-12,-7,5,9.7,20*,-41,101
Cc1cccc(-n2c(Cc3cc(=O)[nH]c(=O)[nH]3)nnc2SC(C)C)c1,0.5,1.0,4,48,-29,-1,10,0.0,-1.9,-2,100
CCCCCCNC(=O)c1cc(-c2ccco2)nc2ccccc12,2.4,3.6,-11,119,-3,2,3,0.1,-2.0,-13,98
O=C(CCl)N(O)c1ccc(C=Cc2ccccc2)cc1,0.7,2.6,24,·,-10,-6,2,·,·,-4,92
Cc1ccc(C(=O)CSc2nc3ccc(C(=O)NCCN4CCCCC4)cc3c(=O)[nH]2)cc1,-2.3,1.1,·,4,4,-6,0,0.7,-2.7,12,105
COc1cc(C)c(-c2cc(C(=O)O)c(C)o2)cc1C(C)C,-1.1,1.6,1,-30,16,-1,-2,-2.1,-0.1,6,86
CCS(=O)(=O)N1CCN(C2CCC(c3ccccc3)CC2)CC1 (stereo unspecified),1.2,·,-23,248,-7,-3,1,3.0,3.0,-7,118
Cc1ccc(CNC(=O)C2CCCN(S(=O)(=O)c3ccc(-n4cnnn4)cc3)C2)cc1 (stereo unspecified),-2.0,1.8,9,3,0,-2,-1,-0.3,-1.8,13,98
CC(C)CN1CCC(=O)N([C@H](CSc2ccc(Br)cc2)c2ccccc2)CC1,-2.4,0.3,·,-19,-18,-8,10,0.0,1.0,13,99
Cc1cccc(COc2ccc(/C=N/NC(=O)c3nnn(-c4nonc4N)c3C)cc2)c1,-0.2,1.1,9,2,13,-1,-4,4.2,-0.8,1,98
Cc1ccnc(SCC(=O)c2cccs2)n1,-0.9,3.1,-2,-19,14,-5,-1,1.5,2.9,5,102
Cc1cc2oc(=O)cc(COC(=O)Cn3cnnn3)c2cc1C(C)C,-1.6,0.2,27,-21,17,2,-1,-4.0,-1.7,8,102
Cc1ccc(Sc2ncccc2C(=O)NCc2cc([N+](=O)[O-])ccc2O)c(C)c1,-3.9,1.2,6,-19,3,12,-1,4.5,1.9,20,105
CCOc1ccc(CN2CCNC(=O)C2CC(=O)NCc2ccccn2)cc1 (stereo unspecified),-1.1,3.4,-9,-9,7,-7,1,2.2,1.2,7,88
